Source: PubChem BioAssay
aDG glyco up: activators of alpha-DG glycosylation, primary screen, uHTS, Pro5-aDG cells, AlphaScreen | alpha-DG glycosylation AlphaScreen (IIH6); 0% Pro5, 100% B10-LARGE cell signal | activation, % at 10 µM | 360,000 tested, 0.22% active;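 active means activation of at least 8% versus controls, or a plate z-score of at least 8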;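 further: Pro5 are CHO cells carrying HIG-tagged alpha-DG that lacks glycosylation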
HTR2A ag: mouse Htr2a agonists via beta-arrestin recruitment, primary screen, cell-based, luminescence; activation, % at 7.6 µM; 360,000 tested, 0.66% active; AID 624169, 2012; CHO-K1 mHTR2A beta-arrestin complementation; percent of 30 µM serotonin response;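 active means activation above a run cutoff, the mean activation of all tested compounds plus 3 SD, cut at about 14% in these data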;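 further: 0% = plate median of compound wells and 100% = 30 µM serotonin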
Cardio protect: cardioprotection against H2O2-induced cell death, primary screen, uHTS, H9c2 cells, ATPLite luminescence | H9c2 cardiomyocytes, H2O2 injury protection, 2 h | AID 588492, 2011 | 360,000 tested, 0.63% active | protection from H2O2 cell death, % at 20 µM;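 active means compounds giving at least 50% protection of heart cells from peroxide-induced death in the single-dose screen, raw or plate-pattern-corrected value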;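 further: 0% = DMSO wells with peroxide and 100% = DMSO wells without peroxide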
PDI turbidity: inhibitors of human PDI, primary screen, biochemical, turbidity, single point, plate reader; Protein disulfide-isomerase (Homo sapiens), P07237; inhibition, % at 10 µM; PDI insulin aggregation turbidity, A650, 90 min; 350,000 tested, 0.052% active;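 active means mean inhibition across replicates of 30% or more, whatever share of single replicates reach that level; inconclusive means mean inhibition below 30% while every single replicate reaches 30%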;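 further: absorbance from insulin aggregation driven by PDI reduction with DTT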
Vif inh: HIV Vif self-association inhibitors, primary screen, imaging, HEK293T, single point | HEK293T cells, Vif self-association by quenched fluorescence, 24 h | inhibition, % at 7.49 µM | 340,000 tested, 0.35% active; in the data active means inhibition above about 50%, passing the limit was not always enough; inconclusive means no clear call, values can overlap the other calls; inactive means below about 31%; further: some results filed as inactive read as strong as hits
N-glyco inh: increase of ERlucT glycosylation luciferase signal, primary screen, N-linked glycosylation inhibitor project, D54 ERlucT cells, luminescence, set 2 | D54 ERlucT glycosylation luciferase reporter, 24 h; percent of 100 nM tunicamycin response | reporter increase, % at 12.5 µM | 360,000 tested, 0.23% active | AID 588692, 2011;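 active means mean luciferase reporter signal, scaled so untreated is 0 and the glycosylation-blocking control 100, at or above a set limit in every replicate; inconclusive means mean reaches the limit but not every replicate does; inactive means mean below the limit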;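 further: luciferase carries N-glycosylation sites so blocking glycosylation raises the light; 0% = median of neutral control wells and 100% = median of 100 nM tunicamycin wells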
ABCB6 inh MLPCN: ABCB6 transporter inhibitors, primary screen, K562-ABCB6 cells, flow cytometry, MLPCN library. ATP-binding cassette sub-family B member 6 (Homo sapiens), Q9NP58. K562-ABCB6 porphyrin accumulation, 1 h; hits give low values. fluorescence ratio to DMSO, % at 10 µM. 360,000 tested, 0.19% active;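 active means fluorescence ratio to DMSO below 75%, the collection mean minus 3 SD; inconclusive means too few cells collected in the well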;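 further: signal is porphyrin accumulated inside mitochondria; 100% equals median channel fluorescence of DMSO control wells; lower ratio means ABCB6 inhibition with less porphyrin fluorescence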
Target sequence (Q9NP58 whole entry, looked up): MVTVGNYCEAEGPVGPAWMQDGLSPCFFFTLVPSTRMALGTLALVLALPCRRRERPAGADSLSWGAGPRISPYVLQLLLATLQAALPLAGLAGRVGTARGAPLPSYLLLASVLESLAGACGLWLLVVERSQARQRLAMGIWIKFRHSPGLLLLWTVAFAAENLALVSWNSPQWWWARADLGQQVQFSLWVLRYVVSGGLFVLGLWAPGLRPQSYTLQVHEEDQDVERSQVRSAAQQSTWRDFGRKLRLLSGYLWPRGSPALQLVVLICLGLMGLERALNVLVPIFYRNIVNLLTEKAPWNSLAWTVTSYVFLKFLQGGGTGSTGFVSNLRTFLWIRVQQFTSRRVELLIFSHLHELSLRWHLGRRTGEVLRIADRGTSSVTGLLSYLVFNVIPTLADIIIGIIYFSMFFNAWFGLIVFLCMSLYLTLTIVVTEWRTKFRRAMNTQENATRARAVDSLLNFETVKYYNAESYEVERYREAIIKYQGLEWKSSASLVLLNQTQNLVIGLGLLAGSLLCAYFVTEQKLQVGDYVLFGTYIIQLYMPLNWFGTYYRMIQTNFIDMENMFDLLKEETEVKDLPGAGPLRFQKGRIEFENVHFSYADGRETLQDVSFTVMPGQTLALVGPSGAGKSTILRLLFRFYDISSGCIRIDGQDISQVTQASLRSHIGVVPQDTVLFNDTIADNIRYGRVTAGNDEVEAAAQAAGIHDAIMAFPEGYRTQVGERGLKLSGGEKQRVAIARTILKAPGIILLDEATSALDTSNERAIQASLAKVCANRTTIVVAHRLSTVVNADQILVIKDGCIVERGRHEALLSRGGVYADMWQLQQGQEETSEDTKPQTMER
CaV13 FRET inh: Disruptors of the CACNA1D IQ motif to Ca2+-dependent inactivation inhibitor domain association, primary screening, Förster resonance energy transfer in intact living …. inhibition, % at 12.3 µM. 340,000 tested, 0.098% active. AID 743397. HEK cells, CFP/YFP FRET ICDI-IQ, plate reader, 10 min; percent FRET-ratio fall versus neutral wells;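 active means mean replicate inhibition of at least 30% and at least 1% of replicates passing that level; inconclusive means only one of the two criteria is met; inactive means neither criterion is met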;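 further: 0% = median of the neutral control wells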
Granule exo inh: LAMP-1 surface exposure blockers, TALL-104 cells – cell-based, flow cytometry, MLPCN library, primary screen; TALL-104 LAMP-1 surface exposure; cells stimulated with thapsigargin and PMA; inhibition, % at 10 µM; 360,000 tested, 0.66% active; AID 651702, 2012;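 active means inhibition above about 55%, limit read from the data; inconclusive means no clear call, values can overlap the other calls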
iPSC survival up: enhancers of single-cell hiPSC survival, primary screen, ATPlite luminescence | survival enhancement, % at 20 µM | 100% = ROCK inhibitor wells, 0% = DMSO | 360,000 tested, 0.044% active | AID 602274, 2012; in the data active means survival enhancement above about 18%;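 further: cells exposed to compounds for 16 hours before the ATP read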
An asterisk follows results filed as active; u = inconclusive; x = no result given.

SMILES	aDG glyco up	HTR2A ag	Cardio protect	PDI turbidity	Vif inh	N-glyco inh	ABCB6 inh MLPCN	CaV13 FRET inh	Granule exo inh	iPSC survival up
CC(=O)Nc1ccc(S(=O)(=O)NCc2ccc(C(=O)N3CCOCC3)cc2)cc1	-0.4	0.5	-1.0	1.3	-2.5	4.5	98.0	-14.0	-0.7	0.3
Cc1ccc2c(c1)N(CC(=O)NC1CCCc3ccccc31)C(=O)CO2 (configuration not stated)	0.1	0.2	3.9	-2.9	-14.3	-0.3	95.0	-4.5	22.0	-1.8
CCc1ccc(C(=O)NC2CCCCC2)s1	0.1	-5.0	-6.3	-3.1	-5.7	-7.9	92.0	-9.6	-2.2	-1.7
Cc1ccc(NC(=O)CCNC(=O)c2ccc([N+](=O)[O-])cc2)cc1S(=O)(=O)N1CCOCC1	0.4	2.0	6.9	4.6	1.2	2.0	95.0	-5.0	-2.2	-0.4
CC(OC(=O)c1cc[n+]([O-])cc1)C(=O)Nc1ccc(Cl)cn1 (configuration not stated)	0.0	1.8	8.1	1.3	5.8	5.7	91.0	-5.5	2.5	-3.5
CNC(=O)C1Cc2c(-c3cccc(F)c3)ccnc2O1 (configuration not stated)	0.2	9.5	5.0	-1.9	-4.3	0.8	112.0	-4.7	5.7	10.1
Cc1ccc(OCC(=O)N(Cc2ccco2)C2CCS(=O)(=O)C2)cc1C (configuration not stated)	0.2	3.2	0.6	x	-0.8	0.6	97.0	x	-1.5	-1.5
CCN(CC)c1ccc2c(c1)C(=O)N(C)C2=O	1.0	-2.3	-4.6	-2.7	-5.3	0.0	93.0	x	15.7	8.1
COc1ccc(C2CC(c3ccccc3)=NN2C(=O)COC(=O)c2cccc(N)c2)cc1 (configuration not stated)	-0.2	6.2	-6.1	-0.9	13.1	-2.1	93.0	-2.2	11.5	-0.5
COCCn1nnnc1CN1C2CCCC1CC(NC(C)=O)C2 (configuration not stated)	-0.1	3.2	3.5	2.1	2.1	0.5	99.0	-3.7	-1.0	2.9
COc1cccc(C(=O)NCCS(=O)(=O)N(C)C2CCCCC2)c1	0.0	-2.6	-4.2	-1.7	-2.4	-0.1	98.0	-5.2	-4.3	-0.5
Cc1cc(NNC(=O)c2cccc(C(F)(F)F)c2)nc2c1c(C)nn2C	3.1	4.2	-13.4	-4.9	-8.9	-0.6	97.0	-4.7	0.0	-0.4
CC(C)(C)C(=O)Nc1cccc(-c2cc(-c3c(Cl)cccc3Cl)no2)c1	0.2	3.2	-2.8	-1.5	0.8	-1.2	100.0	-4.8	2.6	0.3
O=C(NN=Cc1cc(Cl)ccc1[N+](=O)[O-])c1cccc2ccccc12	-0.1	-4.8	-8.8	-6.4	2.3	2.0	107.0	-6.5	-18.4	3.1
S=C(NCCc1ccccc1)NCC(c1ccco1)N1CCCCC1 (configuration not stated)	0.5	-5.7	-1.7	-2.9	29.2	-3.0	101.0	-1.2	-0.6	-3.1
Cc1cc(NC(=O)c2cccs2)n(-c2ccccc2)n1	0.0	0.2	1.9	6.5	-7.8	3.3	95.0	-5.7	-6.2	5.9
CC1=C(C(=O)N2CCCCC2)C(c2cccs2)NC(=O)N1 (configuration not stated)	-0.2	-12.2	2.6	10.7	-1.1	1.7	92.0	-3.8	-1.0	-1.0
CCOP(=O)(OCC)c1nc(-c2ccc(Cl)cc2Cl)oc1N1CCCCC1	0.0	-0.8	3.2	1.3	1.7	-3.1	96.0	-8.3	-0.9	-0.7
COc1ccccc1C(=O)Nc1ccc2c3c(cccc13)CC2	0.1	-4.5	-4.2	-0.8	-4.3	1.6	120.0	-15.2	0.2	0.3
COc1ccc(CN2C(=O)N(c3ccccc3)C(=O)C2CC(=O)Nc2ccccc2)cc1OC (configuration not stated)	-0.1	2.9	4.6	6.7	-1.4	-0.3	99.0	-15.2	u	-0.4
Cc1ccc(-c2[nH]c3cc(C(=O)NCCCn4ccnc4)ccc3c(=O)c2O)cc1	-0.1	-6.1	3.4	15.1	12.1	2.7	97.0	-4.7	-8.3	0.4
Cc1cccc(OCc2nnc(SCC(=O)Nc3cccc(C(=O)N4CCOCC4)c3)o2)c1C	0.0	0.2	-7.1	-3.1	-4.0	3.0	104.0	-2.9	1.0	0.1
CCOC(=O)[C@]12CCCC=C1N(Cc1ccc3c(c1)OCO3)C(=O)[C@H](CC(=O)NCCC(C)C)C2	-0.2	-2.6	x	x	x	x	91.0	-3.6	-8.9	0.6
O=C(OCn1nnc2ccccc2c1=O)C1CCN(S(=O)(=O)c2cccs2)CC1	0.0	8.4	-3.0	4.0	9.6	2.9	101.0	-5.6	-1.1	-2.1
Cn1c(SCC(=O)Nc2ccccc2F)nc2c(c1=O)SCC2	0.4	1.7	-8.1	-0.4	-17.5	1.9	90.0	-3.1	4.0	-0.6
Cc1cc(C)n(C(=O)CNC(=O)C2COc3ccccc3O2)n1 (configuration not stated)	0.0	2.0	-1.3	5.8	-34.6	1.9	105.0	-6.5	3.7	-4.1
Oc1c(CN2CCCCC2)cc(COCc2ccccc2)c2cccnc12	-0.6	-3.4	25.0	0.4	x	-7.6	94.0	x	12.4	-4.3
CCN(CC(=O)NCc1ccc(F)cc1)Cc1nc2cc(Cl)ccc2c(=O)[nH]1	-0.2	-0.8	26.8	8.4	-7.5	0.0	106.0	x	-0.5	1.6
COC(=O)c1cc(C(=O)OCC(=O)NC2CCS(=O)(=O)C2)cc([N+](=O)[O-])c1 (configuration not stated)	-0.1	-1.1	4.3	1.7	0.9	-1.5	97.0	-3.1	11.8	-0.5
Cc1cccc(C)c1NC(=O)CN(c1ccccn1)S(=O)(=O)c1ccccc1	-0.4	0.3	-5.6	0.0	10.2	3.8	99.0	-5.3	-3.1	-0.7

Four of the compounds above, with values under each structure.
Each structure is followed by: aDG glyco up | HTR2A ag | Cardio protect | PDI turbidity | Vif inh | N-glyco inh | ABCB6 inh MLPCN | CaV13 FRET inh | Granule exo inh | iPSC survival up
- COC(=O)c1cc(C(=O)OCC(=O)NC2CCS(=O)(=O)C2)cc([N+](=O)[O-])c1 (configuration not stated)
 : -0.1 | -1.1 | 4.3 | 1.7 | 0.9 | -1.5 | 97.0 | -3.1 | 11.8 | -0.5
- CCN(CC(=O)NCc1ccc(F)cc1)Cc1nc2cc(Cl)ccc2c(=O)[nH]1
 : -0.2 | -0.8 | 26.8 | 8.4 | -7.5 | 0.0 | 106.0 | x | -0.5 | 1.6
- COc1ccccc1C(=O)Nc1ccc2c3c(cccc13)CC2
 : 0.1 | -4.5 | -4.2 | -0.8 | -4.3 | 1.6 | 120.0 | -15.2 | 0.2 | 0.3
- CC1=C(C(=O)N2CCCCC2)C(c2cccs2)NC(=O)N1 (configuration not stated)
 : -0.2 | -12.2 | 2.6 | 10.7 | -1.1 | 1.7 | 92.0 | -3.8 | -1.0 | -1.0

New compounds follow.
SMILES	aDG glyco up	HTR2A ag	Cardio protect	PDI turbidity	Vif inh	N-glyco inh	ABCB6 inh MLPCN	CaV13 FRET inh	Granule exo inh	iPSC survival up
CCOc1ccccc1N1CCN(C(=S)NC(=O)C23CC4CC(CC(C4)C2)C3)CC1	-0.1	5.3	0.4	3.7	-4.0	-2.3	95.0	-5.4	-6.6	2.3
COc1ccc(CNC(=O)CN(C(=O)CCC(=O)Nc2nccs2)c2ccccc2C)cc1	-0.1	5.0	0.3	1.7	9.9	1.6	97.0	-3.5	3.0	0.7
Cn1cc(C(=O)NS(=O)(=O)Nc2ccc(Br)cc2)c2ccccc21	0.0	-0.9	0.7	8.6	-5.7	1.7	99.0	-3.0	-4.1	-0.7
O=C(Nc1ccc2c(c1)OCO2)c1cc(C2CCCN(C(=O)C3CCCCC3)C2)on1 (configuration not stated)	0.1	-5.2	5.6	10.5	-15.5	-6.2	96.0	-15.7	-1.9	-2.9
CC(=O)N1CCCc2cc(S(=O)(=O)Nc3cccc(C)c3C)ccc21	-0.2	0.1	0.9	1.1	-1.4	0.4	98.0	-5.1	-2.0	-0.6
Cc1c(C(=O)N2CCCCC2)c(S(=O)(=O)NCCc2ccccc2)c(C)n1C	0.1	6.0	5.7	-7.3	-10.7	-0.7	98.0	-4.6	-0.5	-0.4
Cn1cccc1CNC(=O)Nc1ccc(Cl)c(Cl)c1	0.0	-3.9	-2.8	5.0	-4.5	0.7	110.0	-5.4	-4.9	2.4
O=S(=O)(c1ccccc1)N1CCN(c2nnc(-c3ccccc3)c3ccccc23)CC1	0.2	3.2	6.2	-4.4	-3.4	-6.6	93.0	-2.3	3.1	0.3
COc1cc(C(=O)Nc2cccc(C)c2C)ccc1OCC(=O)N1CCOCC1	0.3	9.6	-3.1	-7.4	2.0	-0.8	92.0	-13.4	1.0	-0.4
Cc1cccnc1NC(=O)c1cccc(S(=O)(=O)NCc2ccccc2)c1	-0.2	2.3	-7.3	-2.9	x	-1.8	102.0	-2.9	0.4	0.9
Cn1c(=O)c2c(nc(CN3CCN(CCO)CC3)n2CCc2ccccc2)n(C)c1=O	-0.1	-2.7	1.9	x	-5.8	-9.3	99.0	-4.8	-10.2	1.6
CC1(C)CC(=O)C2=C(C1)NC1=C(C(=O)c3ccccc31)C2c1ccc(Cl)cc1 (configuration not stated)	0.4	-4.0	4.0	-0.4	-2.7	-2.4	93.0	-4.3	8.0	1.1
CC1(C)N=C2C(=[N+]1[O-])CCC/C2=N\O	0.1	-2.0	0.2	-0.6	2.4	0.3	98.0	-4.5	0.1	-1.6

Reprinted from above, 2 compounds:
SMILES	aDG glyco up	HTR2A ag	Cardio protect	PDI turbidity	Vif inh	N-glyco inh	ABCB6 inh MLPCN	CaV13 FRET inh	Granule exo inh	iPSC survival up
CC1(C)CC(=O)C2=C(C1)NC1=C(C(=O)c3ccccc31)C2c1ccc(Cl)cc1 (configuration not stated)	0.4	-4.0	4.0	-0.4	-2.7	-2.4	93.0	-4.3	8.0	1.1
CC1(C)N=C2C(=[N+]1[O-])CCC/C2=N\O	0.1	-2.0	0.2	-0.6	2.4	0.3	98.0	-4.5	0.1	-1.6
